IDH1 R132H inh: blocks human IDH1 R132H reductase activity; inhibition, % at 10 µM; diaphorase/resazurin fluorescence, 60 min; O75874; AID 624101; 70,000 compounds, 0.18% hits; in the data active = inhibition above about 34%;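 also: 0% = DMSO and 100% = no enzyme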
Target sequence (O75874 whole entry R132H): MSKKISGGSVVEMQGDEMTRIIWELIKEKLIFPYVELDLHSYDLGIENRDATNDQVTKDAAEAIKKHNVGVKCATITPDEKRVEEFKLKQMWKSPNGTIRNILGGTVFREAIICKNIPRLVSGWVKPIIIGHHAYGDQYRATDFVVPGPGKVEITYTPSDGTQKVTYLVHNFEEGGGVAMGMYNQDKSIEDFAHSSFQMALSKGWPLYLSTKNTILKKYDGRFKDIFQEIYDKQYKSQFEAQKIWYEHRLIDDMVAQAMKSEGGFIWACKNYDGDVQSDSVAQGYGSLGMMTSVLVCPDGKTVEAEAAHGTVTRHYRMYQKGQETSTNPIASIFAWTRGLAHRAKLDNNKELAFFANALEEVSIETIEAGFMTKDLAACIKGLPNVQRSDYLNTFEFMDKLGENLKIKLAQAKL
EZH2 inh: blocks human EZH2/PRC2 H3K27 methylation. inhibition, % at 12.5 µM. DELFIA TRF, 1 h. Q15910. 57,000 compounds, 0.35% hits. AID 651548;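 active = mean inhibition of replicates at least 50% and every single replicate also reaching 50%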;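 also: dimethyl H3K27 on biotinylated H3 21-44 peptide detected by antibody; plate controls were median neutral control wells for no effect and median positive control wells for full effect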
* hit, by the source's call; nt = not tested or not shown.

SMILES | IDH1 R132H inh | EZH2 inh
C[C@@H]1CN([C@@H](C)CO)C(=O)c2cc(NS(=O)(=O)c3ccccc3)ccc2O[C@@H]1CN(C)C(=O)Nc1ccc2c(c1)OCO2 | 0.2 | nt
COc1ccc(C)cc1Nc1nc(N)nc(-c2oc3ccccc3c2C)n1 | 0.0 | 6
O=C(NC(=S)NCc1cccnc1)c1ccc(-c2cccc(Cl)c2Cl)o1 | -0.1 | 32
COc1cc(C)c(C(=O)Oc2cc(C)c(C(=O)O)c(O)c2C)c(OC)c1C | -0.4 | 8
O=C(C[C@@H]1C=C[C@H](NC(=O)Nc2ccc(F)cc2)[C@H](CO)O1)NCCN1CCCC1 | 0.5 | -5
O=C(c1ccccc1)c1ccc2nc(-c3cccc(NC(=O)C4CCCO4)c3)[nH]c2c1 (stereo not given) | 0.0 | -5
Cc1noc(C)c1NC(=O)N(C)C[C@@H]1Oc2c(NC(=O)Nc3ccc(C(F)(F)F)cc3)cccc2C(=O)N([C@@H](C)CO)C[C@H]1C | -1.3 | nt
CO[C@H]1CN(C)C(=O)c2ccc(NC(=O)Cc3ccccc3)cc2OC[C@H](C)N(C(=O)c2ccccc2F)C[C@H]1C | 0.3 | -3
C[C@H]1CCCCO[C@H](CN(C)Cc2ccc(C(=O)O)cc2)[C@@H](C)CN([C@@H](C)CO)C(=O)c2cc(NC(=O)Nc3cccc4ccccc34)ccc2O1 | -8.2 | nt
CO[C@H]1CN(C)C(=O)c2cc(NC(=O)C3CCC3)ccc2OC[C@@H](C)N(Cc2ccccn2)C[C@@H]1C | 0.2 | 2
COc1ccc(/C=C/C(=O)O[C@H]2[C@H](O[C@H]3[C@@H]4C=CO[C@@H](O[C@@H]5O[C@H](CO)[C@@H](O)[C@H](O)[C@H]5O)[C@@H]4[C@@]4(CO)O[C@@H]34)O[C@@H](C)[C@H](O)[C@H]2OC(C)=O)cc1 | -0.5 | 22
C[C@H](CO)N1C[C@H](C)[C@H](CN(C)C(=O)Nc2cccc3ccccc23)Oc2ccc(NC(=O)c3ccncc3)cc2CC1=O | -5.7 | 4
CN1CCN(C(=O)C[C@H]2C[C@H]3c4cc(NC(=O)c5ccc6c(c5)OCO6)ccc4O[C@H]3[C@H](CO)O2)CC1 | -0.1 | 2
C=CCNc1oc(CC(C)C)nc1C#N | -2.2 | 14
COc1ccc(S(=O)(=O)Nc2cccc3c2O[C@H](CN(C)C(=O)Nc2c(C)noc2C)[C@@H](C)CN([C@@H](C)CO)C3=O)cc1 | 0.0 | nt
CNC[C@@H]1OCCCC[C@H](C)Oc2ccc(NC(=O)Nc3cccc4ccccc34)cc2C(=O)N([C@@H](C)CO)C[C@@H]1C | -14 | -29
C[C@@H]1CN([C@H](C)CO)C(=O)c2cc(NC(=O)CCN3CCOCC3)ccc2O[C@@H]1CN(C)C(=O)Nc1ccc2c(c1)OCO2 | 5.5 | nt
C[C@H](CO)N1C[C@H](C)[C@@H](CN(C)S(C)(=O)=O)Oc2ccc(N(C)C)cc2C1=O | -5.6 | 0
CC(C)NC(=O)N(C)C[C@@H]1Oc2cc(C3=CCCC3)ccc2S(=O)(=O)N([C@H](C)CO)C[C@H]1C | nt | -1
C[C@H](CO)N1C[C@H](C)[C@@H](CN(C)Cc2ccc(Cl)c(Cl)c2)Oc2ccc(NC(=O)Nc3cccc4ccccc34)cc2CC1=O | 0.3 | nt
Cc1ccc(-c2cnc3c(c2)C(=O)N([C@@H](C)CO)C[C@@H](C)[C@H](CN(C)CC2CCCC2)O3)cc1 | -1.2 | nt
CN(C)CC(=O)N[C@H]1C=C[C@H](CC(=O)NCCN2CCCCC2)O[C@H]1CO | 0.2 | 3
C[C@H](CO)N1C[C@H](C)[C@H](CN(C)C(=O)NC2CCCCC2)Oc2ccc(NC(=O)Cc3cn(C)c4ccccc34)cc2C1=O | -19 | -10
CNC(=O)COc1ccc(NC(=O)c2ccc(-c3nn(C)c(=O)c4ccccc34)cc2)cc1 | 0.7 | 3
C[C@H](NC(=O)C[C@H]1C[C@@H]2c3cc(NC(=O)NC4CCCC4)ccc3O[C@@H]2[C@H](CO)O1)c1ccccc1 | 0.0 | 30
O=C(Nc1ccc2c(c1)[C@@H]1C[C@@H](CC(=O)N3CCc4ccccc4C3)O[C@@H](CO)[C@@H]1O2)C1CCOCC1 | 0.4 | 4
COc1ccc(S(=O)(=O)N(C)C[C@H]2Oc3cc(C4=CCCC4)ccc3S(=O)(=O)N([C@@H](C)CO)C[C@H]2C)cc1 | 0.5 | -1
O=C(C[C@@H]1CC[C@H](NC(=O)c2ccc(F)cc2)[C@H](CO)O1)NCCc1ccccc1 | 2.7 | -1
C[C@H]1CCCCO[C@@H](CN(C)C(=O)Nc2ccc(F)cc2)[C@@H](C)CN([C@@H](C)CO)C(=O)c2cc(N(C)C)ccc2O1 | 0.6 | -7
CCc1ccccc1NC(=O)COc1ccc2c(=O)c(Oc3ccccc3Cl)coc2c1 | -0.4 | -2
O=C(C[C@H]1C=C[C@H](NC(=O)CN2CCOCC2)[C@@H](CO)O1)NC1CCC1 | 0.1 | 3
Cc1ccc(S(=O)(=O)N(C)C[C@@H]2OCCCC[C@@H](C)Oc3ccc(NC(=O)Nc4c(C)noc4C)cc3C(=O)N([C@H](C)CO)C[C@@H]2C)cc1 | -0.9 | nt
CSc1c(-c2ccccn2)c(N)nn1C(=O)C1CCC1 | 3.7 | 27
CCCN(C)C[C@H]1Oc2cc(C#Cc3ccncc3)ccc2S(=O)(=O)N([C@@H](C)CO)C[C@H]1C | 16 | -9
O=C(C[C@H]1C=C[C@@H](NC(=O)C2CCOCC2)[C@@H](CO)O1)Nc1ccc(-c2ccccc2)cc1 | 0.3 | -1
CCC(=O)Nc1ccc2c(c1)OC[C@H](C)N(C(=O)C1CC1)C[C@@H](C)[C@@H](OC)CN(C)C2=O | -0.1 | -5
COc1ccccc1NC(=O)CCSc1nc(C)cc(C)n1 | 0.4 | -15
C[C@@H]1CN([C@H](C)CO)C(=O)Cc2cc(NC(=O)NC3CCCCC3)ccc2O[C@H]1CN(C)CC1CCCCC1 | -0.1 | -25
CO[C@H]1CN(C)C(=O)c2cc(NC(=O)Nc3cccc(F)c3)ccc2OC[C@H](C)N(C)C[C@@H]1C | -0.1 | -8
CC(=O)O[C@H]1CC[C@@]2(C)C(C[C@@H](OC(C)=O)[C@@]3(C)C4=CC(=O)O[C@@H](c5ccoc5)[C@]4(C)CCC23)C1(C)C (stereo not given in full) | 0.2 | nt
CCCN(C)C[C@H]1Oc2ncc(-c3ccccc3F)cc2C(=O)N([C@@H](C)CO)C[C@H]1C | -0.5 | -22
COc1ccc(-c2nnc3c4ccccc4c(C)nn23)cc1S(=O)(=O)N1CCOCC1 | -0.1 | -6
C[C@H](CO)N1C[C@H](C)[C@H](CN(C)C(=O)Nc2ccc(C(F)(F)F)cc2)Oc2ccc(NC(=O)c3ccncc3)cc2CC1=O | nt | -3
C=CCN1C(=O)[C@@]2(O[C@@H](CCO)[C@H]([Si](C)(C)c3ccc(OC)cc3)[C@H]2C)c2cc(N3CCOC3=O)ccc21 | -0.4 | 1
C/C=C/c1ccc2c(c1)O[C@H](CN(C)CCC)[C@H](C)CN([C@@H](C)CO)S2(=O)=O | -1.1 | -10
COc1ccc(NC(=O)Nc2ccc3c(c2)[C@@H]2C[C@H](CC(=O)NCCc4ccccc4)O[C@@H](CO)[C@@H]2O3)cc1 | 1.3 | 0
C[C@H]1CN([C@@H](C)CO)S(=O)(=O)c2ccc(C#CC3CC3)cc2O[C@H]1CN(C)C(=O)CN(C)C | -0.3 | -11
CO[C@H]1CN(C)C(=O)c2ccc(NS(=O)(=O)c3ccccc3)cc2OC[C@@H](C)N(C)C[C@@H]1C | 0.3 | 4
C[C@@H]1CN([C@H](C)CO)S(=O)(=O)c2ccc(-c3ccccc3)cc2O[C@H]1CN(C)Cc1ccccc1 | 0.1 | 20
C[C@H]1CN([C@@H](C)CO)S(=O)(=O)c2ccc(C#CC3CC3)cc2O[C@@H]1CN(C)Cc1ccccn1 | 1.6 | -6
CO[C@H]1CN(C)C(=O)c2ccc(NS(=O)(=O)c3ccc(Cl)cc3)cc2OC[C@H](C)NC[C@H]1C | -0.2 | 14
Cc1noc(C)c1S(=O)(=O)N(C)C[C@H]1OCCCC[C@@H](C)Oc2ccc(NC(=O)Nc3cccc4ccccc34)cc2C(=O)N([C@@H](C)CO)C[C@@H]1C | -1.7 | nt
COc1ccccc1NC(=O)CSC1CC(=O)N(c2ccc(I)cc2)C1=O (stereo not given) | -0.3 | -2
Cc1ccc(S(=O)(=O)Nc2cccc3c2O[C@H](CN(C)S(=O)(=O)c2cccs2)[C@@H](C)CN([C@@H](C)CO)C3=O)cc1 | -2.4 | nt
CC(C)CC#Cc1cnc2c(c1)C(=O)N([C@H](C)CO)C[C@@H](C)[C@@H](CN(C)C(=O)Nc1cccc(F)c1)O2 | -1.8 | 9
C[C@H]1CN([C@@H](C)CO)C(=O)c2cccc(NC(=O)Nc3ccc(F)cc3)c2O[C@@H]1CN(C)S(=O)(=O)c1ccc(F)cc1 | 0.4 | nt
CC(C)NC(=O)N[C@H]1CC[C@H](CC(=O)NCCN2CCCC2)O[C@@H]1CO | 0.1 | -10
C[C@H](CO)N1C[C@H](C)[C@@H](CN(C)C(=O)Cc2cccnc2)Oc2ncc(/C=C/c3ccccc3)cc2C1=O | -0.7 | 6
COCC#Cc1ccc2c(c1)O[C@@H](CN(C)S(=O)(=O)c1ccc(C)cc1)[C@@H](C)CN([C@H](C)CO)S2(=O)=O | 0.2 | nt
COC(=O)c1cc(COc2ccc3c(c2)oc(=O)c2ccccc23)c(C)o1 | 2.5 | 9

Reformatted with two lines to a compound: ten of the compounds above
Fields – IDH1 R132H inh, EZH2 inh
- C[C@H]1CN([C@@H](C)CO)S(=O)(=O)c2ccc(C#CC3CC3)cc2O[C@H]1CN(C)C(=O)CN(C)C
  -0.3, -11
- CO[C@H]1CN(C)C(=O)c2ccc(NS(=O)(=O)c3ccccc3)cc2OC[C@@H](C)N(C)C[C@@H]1C
  0.3, 4
- C[C@@H]1CN([C@H](C)CO)S(=O)(=O)c2ccc(-c3ccccc3)cc2O[C@H]1CN(C)Cc1ccccc1
  0.1, 20
- C[C@H]1CN([C@@H](C)CO)S(=O)(=O)c2ccc(C#CC3CC3)cc2O[C@@H]1CN(C)Cc1ccccn1
  1.6, -6
- CO[C@H]1CN(C)C(=O)c2ccc(NS(=O)(=O)c3ccc(Cl)cc3)cc2OC[C@H](C)NC[C@H]1C
  -0.2, 14
- Cc1noc(C)c1S(=O)(=O)N(C)C[C@H]1OCCCC[C@@H](C)Oc2ccc(NC(=O)Nc3cccc4ccccc34)cc2C(=O)N([C@@H](C)CO)C[C@@H]1C
  -1.7, nt
- COc1ccccc1NC(=O)CSC1CC(=O)N(c2ccc(I)cc2)C1=O (stereo not given)
  -0.3, -2
- Cc1ccc(S(=O)(=O)Nc2cccc3c2O[C@H](CN(C)S(=O)(=O)c2cccs2)[C@@H](C)CN([C@@H](C)CO)C3=O)cc1
  -2.4, nt
- CC(C)CC#Cc1cnc2c(c1)C(=O)N([C@H](C)CO)C[C@@H](C)[C@@H](CN(C)C(=O)Nc1cccc(F)c1)O2
  -1.8, 9
- C[C@H]1CN([C@@H](C)CO)C(=O)c2cccc(NC(=O)Nc3ccc(F)cc3)c2O[C@@H]1CN(C)S(=O)(=O)c1ccc(F)cc1
  0.4, nt

Following part.
SMILES | IDH1 R132H inh | EZH2 inh
CO[C@@H]1CN(C)C(=O)c2cc(NC(=O)c3ccno3)ccc2OC[C@@H](C)NC[C@@H]1C | 0.2 | 4
C[C@H](CO)N1C[C@H](C)[C@@H](CN(C)Cc2ccccc2F)Oc2ncc(C3=CCCC3)cc2C1=O | -3.2 | 5
CO[C@@H]1CN(C)C(=O)c2ccc(NC(C)=O)cc2OC[C@@H](C)N(C(=O)CN2CCOCC2)C[C@@H]1C | -0.2 | -3
C[C@H](CO)N1C[C@H](C)[C@@H](CN(C)Cc2cccnc2)OCc2ccccc2-c2c(n(C)c3ccccc23)C1=O | nt | -21
C[C@@H]1CN([C@@H](C)CO)C(=O)c2cccc(NC(=O)Nc3ccc4c(c3)OCO4)c2O[C@H]1CN(C)Cc1ccc(Oc2ccccc2)cc1 | -1.2 | nt
COc1ccc(CCNC(=O)c2ccc(-c3cccc(C(F)(F)F)c3)o2)cc1OC | 0.4 | 15
CC(C)NC(=O)N(C)C[C@@H]1OCCCC[C@@H](C)Oc2ccc(NC(=O)Nc3cccc4ccccc34)cc2C(=O)N([C@H](C)CO)C[C@@H]1C | -0.3 | nt
COc1ccc(-c2cnc3c(c2)C(=O)N([C@H](C)CO)C[C@H](C)[C@H](CN(C)C(=O)Cc2ccccn2)O3)cc1 | 0.2 | -2
Cc1nc(SCC(=O)Nc2ccc(C(=O)O)cc2)[nH]c(=O)c1C | 0.2 | -8
C[C@H](CO)N1C[C@H](C)[C@H](CN(C)C(=O)Cc2ccccc2)Oc2ncc(-c3ccc(F)cc3)cc2C1=O | 0.6 | -1
CO[C@H](CN(C)Cc1cc(F)ccc1F)[C@H](C)CN(C(=O)Nc1ccc(F)cc1)[C@@H](C)CO | -0.4 | -2
COc1cccc(C(=O)Nc2ccc3c(c2)C(=O)N(C)C[C@H](OC)[C@H](C)CN(CC2CC2)[C@@H](C)CO3)c1 | 0.4 | 5
COc1ccc(-c2csc3ncn(CC(=O)Nc4ccccc4)c(=O)c23)cc1 | 0.6 | -10
CC(Sc1nc(-c2ccccc2)c(C#N)c(=O)[nH]1)C(=O)Nc1cccc(Cl)c1 (stereo not given) | 1.3 | 63*
COC(=O)C[C@H]1C[C@@H]2c3cc(NC(=O)CN(C)C)ccc3O[C@@H]2[C@@H](CO)O1 | 0.0 | 14
Cc1cc(C)c(NC(=O)CN(c2cccc(Cl)c2C)S(C)(=O)=O)c(C)c1 | 0.6 | -18
CC(C)CC#Cc1cnc2c(c1)C(=O)N([C@H](C)CO)C[C@@H](C)[C@@H](CN(C)C(=O)Nc1ccccc1F)O2 | nt | -23
O=C(Cc1ccccc1)N[C@@H]1CC[C@H](CC(=O)N2CCCCC2)O[C@@H]1CO | -0.4 | -4

Source: PubChem BioAssay (Broad Institute)

Only part of the results is shown, so the mix of outcomes need not match the whole.
